# Screening data from PubChem.
# ZTA DNA inh = counter-screen for EBNA-1 inhibitors: inhibitors of Epstein-Barr virus ZTA; ZTA-DNA binding, fluorescence polarization; P03206; inhibition, % at 11 µM; 0.15% of 320,000 active; in the data active = inhibition above about 33%
# MEX-5 binding = C. elegans MEX-5 TCR-2 RNA binding activity. MEX-5/FITC-TCR2 RNA binding, fluorescence polarization; active compounds read low. activity score (negative = inhibition of binding), % at 10 µM. 0.38% of 300,000 active;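 active = inhibition past about -25% in most replicates, and total fluorescence under double the plate's negative control median, limit read from the data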;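 note: 0% = DMSO and -100% = 5 µM competing unlabeled TCR2 RNA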
# EBNA-1 inh = blocks EBNA-1 binding to DNA | inhibition, % at 14.8 µM | EBNA-1 DNA binding, fluorescence polarization | 0.34% of 300,000 active; in the data active = inhibition above about 28%
# MCL1 BIM primary = disrupts human MCL1 binding to BIM-BH3 peptide; Q07820; GST-MCL1 / FITC-Bim-BH3 fluorescence polarization; inhibition, % at 10.9 µM; 0.68% of 320,000 active;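 active = inhibition above the mean inhibition of all tested compounds plus 3 SD, set per campaign, cut at about 40% in these data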;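 note: 0% = DMSO wells and 100% = unlabeled Bim-BH3 peptide control; higher means more loss of mP so more displacement of Bim peptide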
# Target sequence (Q07820 whole entry, looked up): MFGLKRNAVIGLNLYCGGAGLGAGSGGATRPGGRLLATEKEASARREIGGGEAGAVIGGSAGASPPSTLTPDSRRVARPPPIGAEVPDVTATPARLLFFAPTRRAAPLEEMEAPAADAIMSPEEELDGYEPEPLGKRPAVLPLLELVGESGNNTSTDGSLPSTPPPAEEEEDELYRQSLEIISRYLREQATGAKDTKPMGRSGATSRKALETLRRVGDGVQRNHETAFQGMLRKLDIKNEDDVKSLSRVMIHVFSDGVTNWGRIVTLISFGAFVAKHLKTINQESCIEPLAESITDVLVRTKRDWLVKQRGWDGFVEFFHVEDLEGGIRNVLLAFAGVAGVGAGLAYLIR
# GLD-1 RNA inh = GLD-1-TGE RNA interaction inhibition (C. elegans) | Q17339 | purified GLD-1 + fluorescein TGE RNA, fluorescence polarization | inhibition, % at 5.96 µM | 0.44% of 320,000 active | AID 2280;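 active = percent inhibition above a per-plate cutoff, the plate mean of test compounds plus 3 SD, cut at about 30% in these data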;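 note: 0% = DMSO wells with GLD-1 and probe and 100% = wells lacking GLD-1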
# Target sequence (Q17339 whole entry, looked up): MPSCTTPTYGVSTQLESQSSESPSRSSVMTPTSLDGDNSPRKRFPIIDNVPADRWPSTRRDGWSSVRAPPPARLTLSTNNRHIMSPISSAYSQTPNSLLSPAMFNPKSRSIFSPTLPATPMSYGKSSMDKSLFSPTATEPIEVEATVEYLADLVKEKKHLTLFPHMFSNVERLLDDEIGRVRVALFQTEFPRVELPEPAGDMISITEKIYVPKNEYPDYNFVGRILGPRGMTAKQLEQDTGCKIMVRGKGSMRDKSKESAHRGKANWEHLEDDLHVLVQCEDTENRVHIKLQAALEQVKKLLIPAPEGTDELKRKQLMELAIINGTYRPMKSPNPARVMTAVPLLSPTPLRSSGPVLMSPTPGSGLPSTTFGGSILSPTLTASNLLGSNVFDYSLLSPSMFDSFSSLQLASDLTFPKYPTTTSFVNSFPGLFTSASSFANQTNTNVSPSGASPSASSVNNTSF
# Bcl-xL primary = Bcl-xL (human) inhibition; GST-Bcl-xL / FITC-Bim BH3 peptide fluorescence polarization; 0.7% of 320,000 active; AID 2129; inhibition, % at 10.9 µM;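 active = inhibition above the mean of all tested compounds plus 3 SD, cutoff set per campaign, cut at about 30% in these data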;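 note: 0% = DMSO wells and 100% = unlabeled Bim-BH3 peptide competitor; inhibitors lower millipolarization by displacing the labeled peptide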
# Target sequence (Q07817 whole entry, looked up): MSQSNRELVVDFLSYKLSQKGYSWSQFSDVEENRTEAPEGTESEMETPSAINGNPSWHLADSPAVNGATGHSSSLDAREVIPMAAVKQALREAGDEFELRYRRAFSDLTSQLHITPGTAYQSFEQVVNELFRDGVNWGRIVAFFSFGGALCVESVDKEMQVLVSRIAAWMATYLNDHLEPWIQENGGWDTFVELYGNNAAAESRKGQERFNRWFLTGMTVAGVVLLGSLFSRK
# Fam108B inh = counter-screen for RBBP9 inhibitors: inhibitors of mouse Fam108B. recombinant Fam108B, FP-Rh probe fluorescence polarization. inhibition, % at 9.51 µM. 0.33% of 300,000 active. AID 1947;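 active = inhibition above the screen mean inhibition plus 3 SD, computed separately per campaign, cut at about 18% in these data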;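 note: inhibitors lower polarization as less probe binds the enzyme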
# Efflux pump mplx = blocks antifungal efflux pumps in multiplex yeast assay. S. cerevisiae Candida pump triplex, Nile Red efflux. inhibition, % at 10 µM. 0.44% of 330,000 active. AID 485275;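 active = plate passing quality check with inhibition over a set limit, or well fluorescence over plate mean plus 4 SD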;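 note: Nile Red retained in pooled yeast measured as flow cytometry median fluorescence; 0% = buffer negative control and 100% = Enniatin B positive control; higher means more Nile Red kept so more efflux inhibition; some compounds called inactive have numbers as strong as hits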
# CR mimetic SO = caloric restriction mimetics inhibiting age-related superoxide in yeast. AID 2690. S. cerevisiae aged cells, superoxide DHE fluorescence; active compounds read low. superoxide response (% of plate mean), % at 10 µM. 0.18% of 330,000 active;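 active = superoxide response under a set limit, about three screen SD below normal, cut at about 65% in these data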;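 note: yeast aged for seven days with compound at 30 °C before DHE staining; 100% = average MFI of all compound-treated wells on the plate with controls excluded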
# * hit, by the source's call; nt = not tested or not shown.
SMILES,ZTA DNA inh,MEX-5 binding,EBNA-1 inh,MCL1 BIM primary,GLD-1 RNA inh,Bcl-xL primary,Fam108B inh,Efflux pump mplx,CR mimetic SO
C/C=C/C(=O)Nc1cccc(C2=NOC3(C2)C[C@@H](C(N)=O)N(C(=O)C(c2ccccc2)c2ccccc2)C3)c1 (stereo not given in full),-6,1.0,2,-5,7,-1,5,0.2,97
CCOC(=O)c1ccc(-n2c(O)c(/C=N/NC(=O)C3COc4ccccc4O3)c3ccccc3c2=O)cc1 (stereo not given),-4,3.0,18,2,-7,6,-1,-0.2,91
O=c1c2ccccc2c(-c2ccccc2)nn1Cc1c(Cl)cccc1Cl,-6,0.2,-10,-7,7,-6,-7,0.3,125
OC(COCc1cccs1)CN1CCN(c2cccc(C(F)(F)F)c2)CC1 (stereo not given),-6,nt,-9,8,6,4,1,6.8*,78
CCNc1nc(ON=C(C)C)nc(N(C)C)n1,-11,-1.2,-12,2,-5,-3,-6,0.7,78
CC1CCN(S(=O)(=O)c2ccc([N+](=O)[O-])cc2)CC1,-25,5.0,-3,-2,3,-1,-5,-0.1,107
COc1ccc(-c2nc3ccccc3c(=O)n2O)cc1,-7,3.4,-9,4,5,8,7,-0.6,61*
CCOc1ccc(S(=O)(=O)N2CCC(C(=O)NCC3CCCO3)CC2)cc1 (stereo not given),-4,1.2,-3,5,3,2,-1,-1.6,105
CC(=O)O[C@H]1CC[C@]2(C)[C@H]3CC=C4[C@@H]5[C@@H](C)[C@H](C)CC[C@]5(C(=O)O)CC[C@@]4(C)[C@]3(C)CC[C@H]2C1(C)C,-17,-0.5,-1,5,1,7,0,0.3,106
COc1ccc2c(c1)C=C([C@@H]1C[C@H]3CN(c4ccccc4)C(=O)[C@]34CCCN14)CO2,6,-0.7,8,-3,-10,-3,-1,-0.2,99
O=C(NNC(=O)c1ccc(Cl)nc1)c1ccncc1,-7,nt,nt,-3,3,0,nt,0.0,101
O=C(CCC(=O)NC1CCCCC1)N/N=C/c1ccncc1,20,2.0,-1,7,-9,10,-9,0.3,111
CCOC(=O)C(CC)Sc1nc2c(c(=O)[nH]c(=O)n2C)n1CCc1ccccc1 (stereo not given),17,0.8,2,4,1,0,-1,0.2,110
C=CCNC(=O)/C(C#N)=C/c1cc(Br)ccc1OC,5,-1.1,-6,-8,7,0,-4,-0.2,82
CCN(CC)c1ccc(/C=N/N2CCN(c3ccccc3OC)CC2)cc1,1,-18,15,2,9,2,1,0.0,91
O=C(O)COc1ccc(NC(=O)c2cccs2)cc1,-9,0.3,3,3,-1,2,-3,0.0,115
Cc1ccc(NC(=O)/C(=C\c2ccco2)NC(=O)c2ccco2)cc1,4,1.9,-6,-10,-4,-3,1,0.1,96
NC12CC3CC(C1)CC(CC(=O)O)(C3)C2,-13,2.4,-2,3,11,0,1,-0.2,96
O=C(CC1Oc2ccccc2NC1=O)NCCCN1CCN(C2CCCCC2)CC1 (stereo not given),-11,0.4,8,-2,-3,3,-1,-0.1,86
COc1cc(C2=NOC(C(=O)NCc3cccnc3)C2)cc(OC)c1OC (stereo not given),-3,0.4,-3,-3,8,2,1,0.2,113
COc1ccccc1NC(=O)CCC(=O)N(Cc1ccc(OC)c(OC)c1)c1nccs1,2,-1.6,-3,0,1,1,-3,-0.1,97
O=[n+]1cc(-c2cc3ccccc3o2)n([O-])c2c1CCCC2,-1,2.0,7,-4,2,-5,5,0.3,106
O=C(CCSc1nnnn1-c1ccccc1)N1CCOCC1,5,1.5,5,-9,-1,-3,1,0.1,90
Cc1cccc(C)c1NC(=O)CSc1ccc([N+](=O)[O-])cn1,8,-0.3,9,-4,-5,2,-2,0.1,117
CC(=O)N1CCc2cc(S(=O)(=O)CCC(=O)Nc3cccc(F)c3)ccc21,-6,-1.4,6,-8,1,-1,0,0.0,113

# Further entries
SMILES,ZTA DNA inh,MEX-5 binding,EBNA-1 inh,MCL1 BIM primary,GLD-1 RNA inh,Bcl-xL primary,Fam108B inh,Efflux pump mplx,CR mimetic SO
CN(C(=O)CCc1nc(-c2ccccc2F)no1)c1ccccc1,-7,1.6,1,7,8,6,4,-0.1,107
CCCn1c(SCC(=O)c2ccc3c(c2)OCCO3)nnc1C(C)C,-4,3.8,5,-4,-1,-10,2,-0.1,95
CCOC(=O)CC(NC(=O)c1ccco1)c1ccccc1Cl (stereo not given),-10,-0.2,-1,2,10,1,1,-0.1,104
COc1cccc(N2C(=O)C3CCCN3C2=S)c1 (stereo not given),3,-3.1,-4,5,1,0,2,0.1,113
O=S(=O)(c1ccc(Cl)s1)N1CCN(CCc2ccccc2)CC1,-1,-0.2,9,2,-4,-3,0,2.6,99
O=C(NNC(=O)c1ccccc1O)c1ccc(-c2ccc([N+](=O)[O-])cc2)o1,-15,-0.4,-10,1,4,2,6,0.1,93
CCCCNC(=S)N1CCC(Cc2ccccc2)CC1,-10,-1.4,2,7,0,-3,-3,0.3,82
CC(Nc1nc(-c2ccc(Cl)cc2)cs1)c1nc2cc(Cl)c(N3CCCCC3)cc2n1CCOCCO (stereo not given),-3,0.2,-2,12,9,7,10,-0.1,100
Cc1ccc(C2CC2C(=O)NNC(=S)Nc2ccc(Cl)cc2)cc1 (stereo not given),-14,-0.7,-17,7,-7,9,2,0.0,101
Fc1ccc2nc(Nc3ccccc3)sc2c1,0,nt,-1,3,-2,6,1,-0.1,86
COc1ccccc1C(=O)Nc1ccc(N2CCCCC2)cc1,-34,2.7,-1,36,6,-3,2,0.0,111
COc1cccc(/C=N/NC(=O)C(=O)N/N=C/c2cccc(OC)c2OC)c1OC,0,1.7,-9,11,3,3,1,-0.2,111
CC(NS(=O)(=O)c1ccccc1)C(=O)NCCc1ccccn1 (stereo not given),-5,-0.8,-6,4,-4,4,-2,0.2,117
COc1ccccc1OS(=O)(=O)c1ccc(NC(C)=O)cc1,-13,-1.7,-7,-1,0,3,2,0.0,97
NC(=S)N/N=C/c1cn(-c2ccccc2)nc1-c1cccnc1,7,0.9,3,5,0,9,-6,-0.1,101
CCC(C)NCCCCOc1ccc(Cl)cc1C (stereo not given),-14,1.0,3,-4,3,3,5,-0.2,95
COc1cc(C(=O)NCC2CCCO2)ccc1OCc1ccc(Cl)cc1Cl (stereo not given),11,3.2,-11,0,4,1,-4,0.2,103
Cc1cc(/C([O-])=C(/C(=S)Nc2ccc(F)cc2)[n+]2ccccc2)c(C)n1Cc1ccccc1Cl,-2,-6.7,-10,9,3,11,1,0.1,103
Cc1ccc(C(=O)Nc2ccc3ccccc3n2)cc1,6,2.1,3,-7,3,1,-3,0.0,112
O=C(NCc1ccccc1Cl)c1ccc(NC2=NC3CS(=O)(=O)CC3S2)cc1 (stereo not given),-6,0.9,0,7,0,3,-3,0.0,102
COc1cc2c(cc1NC(=O)COc1ccccc1OC)oc1ccccc12,-8,-0.7,-11,4,0,7,4,0.2,113
CCOC(=O)CSc1nc(-c2ccccc2)nc2c1oc1ccccc12,-2,-1.5,10,7,3,2,-3,-0.1,100
COc1ccccc1NC(=O)CCCC(=O)OCC(F)(F)C(F)F,11,2.7,9,-6,1,-1,0,0.0,108
CCn1c(SCC(=O)NC2CC2)nnc1-c1cccs1,11,nt,nt,3,4,-1,nt,-0.2,82
O=C(N/N=C/C=C/c1ccccc1)NC1CCCCC1,2,-0.6,-16,-4,10,-2,-6,0.3,101

# Next section
SMILES,ZTA DNA inh,MEX-5 binding,EBNA-1 inh,MCL1 BIM primary,GLD-1 RNA inh,Bcl-xL primary,Fam108B inh,Efflux pump mplx,CR mimetic SO
CC(CC(=O)O)CC1=NS(=O)(=O)c2ccccc2N1 (stereo not given),19,-0.3,9,5,8,2,2,-0.1,97
COc1cccc(OCCNCc2ccccc2)c1,17,-1.1,6,-2,-3,4,3,0.0,93
O=C(ON=C1CCN(S(=O)(=O)c2ccccc2)CC1)c1ccccc1,-3,1.9,-4,10,-5,3,-2,0.0,105
Cc1nn(Cc2ccc(C(=O)N3CCN(C(=O)c4ccco4)CC3)o2)c(C)c1[N+](=O)[O-],-4,-2.2,8,1,3,6,5,0.0,83
COc1ccc(C(=O)NCCc2nnc(SCC(=O)Nc3ccccc3)n2C)cc1,6,-1.6,5,-3,11,0,0,-0.1,96
CC(C)(C)C(=O)Nc1ccc(C(=O)CSc2nnc(C3CC3)n2C2CC2)cc1,-9,nt,nt,-3,8,-2,nt,0.4,118
Cc1cc(C)c(NC(=O)C2CC3CCC2C3)c(C)c1 (stereo not given),1,2.9,-1,7,-3,4,6,0.0,109
O=C(/C=C/c1ccc(F)cc1)OCC(=O)c1ccc[nH]1,-7,nt,nt,-2,2,-3,nt,0.0,99
CCCCn1c(N)c(N(CCOC)C(=O)CSc2nc3ccc(C)cc3[nH]2)c(=O)[nH]c1=O,3,3.0,-1,-7,3,-2,5,0.0,100
O=C(NNS(=O)(=O)c1ccccc1)c1ccc([N+](=O)[O-])cc1,6,-0.1,-3,-5,-5,2,-5,0.0,112
C/C(=N\NC(=O)C1CC1(C)c1ccccc1)c1ccco1 (stereo not given),3,1.8,9,3,6,2,-4,0.0,96
CCCCCCCNC(=O)CC(NS(=O)(=O)c1ccc(NC(C)=O)cc1)C(C)C (stereo not given),7,0.4,12,-5,1,5,4,-0.2,100
CC(=O)Nc1ccc2nc(NC(=O)COc3ccccc3)sc2c1,-5,0.6,-5,-6,-1,0,6,-0.2,83
COc1ccc(S(=O)(=O)N2CCCC(C(=O)NCc3ccccn3)C2)cc1Cl (stereo not given),6,-2.2,2,1,1,2,-2,0.0,99
CCc1cc2cc(OC)ccc2nc1SCC(=O)Nc1cc(OC)c(OC)cc1C(=O)O,-4,0.3,0,-2,-3,4,-1,0.1,106
Cn1c(SCc2ccccc2C#N)nc2ccccc2c1=O,0,-3.9,-7,4,-1,5,-4,0.3,105
COc1ccc(CCNC(=O)c2ccc(CS(=O)(=O)Cc3cccc(C)c3)o2)cc1OC,0,0.2,2,-2,3,6,2,-0.2,124
O=C1CCCN2N=C(SCC(=O)N3CCCCC3)SC2=N1,-7,-0.4,0,3,-1,4,3,0.0,90
CC1(C)CC2(CCO1)OC(=O)CC2C(=O)Nc1cccc2ccccc12 (stereo not given),12,-0.3,3,-3,-5,5,2,0.1,104
CC1CCN(CCC(=O)Nc2nccs2)CC1,-5,-2.8,-8,-12,-6,-5,-5,0.6,107
CC(C)c1nc2ccc(Br)cn2c1NC1CCCC1,1,-2.5,1,2,7,5,-3,-0.2,96
O=C(Nc1ccccc1)c1ccc(S(=O)(=O)NCc2cccnc2)cc1,6,-0.7,1,0,-5,4,2,-0.2,108
Cc1ccc(C)c(OCCCC(=O)Nc2ccccc2C(N)=O)c1,-8,0.3,3,-4,1,1,0,-0.1,97
C/C=C(/C)C(=O)O[C@@H]1c2c(ccc3ccc(=O)oc23)O[C@@H]1C(C)(C)OC(C)=O,-20,-2.2,-8,9,-1,8,2,0.0,91
Cc1csc2ncnc(N3CCN(C(=S)Nc4ccc(C(F)(F)F)cc4)CC3)c12,-5,nt,47*,13,0,9,-2,0.3,94
CC1(C)CC(=O)C=C(N2CCNCC2)C1,-21,-0.3,0,1,-1,1,-2,0.0,82

# Quoted at random: four entries already listed.
SMILES,ZTA DNA inh,MEX-5 binding,EBNA-1 inh,MCL1 BIM primary,GLD-1 RNA inh,Bcl-xL primary,Fam108B inh,Efflux pump mplx,CR mimetic SO
C/C(=N\NC(=O)C1CC1(C)c1ccccc1)c1ccco1 (stereo not given),3,1.8,9,3,6,2,-4,0.0,96
CCCCCCCNC(=O)CC(NS(=O)(=O)c1ccc(NC(C)=O)cc1)C(C)C (stereo not given),7,0.4,12,-5,1,5,4,-0.2,100
C/C=C(/C)C(=O)O[C@@H]1c2c(ccc3ccc(=O)oc23)O[C@@H]1C(C)(C)OC(C)=O,-20,-2.2,-8,9,-1,8,2,0.0,91
Cc1nn(Cc2ccc(C(=O)N3CCN(C(=O)c4ccco4)CC3)o2)c(C)c1[N+](=O)[O-],-4,-2.2,8,1,3,6,5,0.0,83
